SIRT5 inh = sirtuin-5 (human) deacylase inhibition. Q9NXA8. Purified SirT5, succinyl-peptide AMC, trypsin-coupled fluorescence. inhibition, % at 15 µM. hit rate 1.1% among 330,000. AID 652115; in the data active = inhibition above about 15%; inconclusive = no clear call, values can overlap the other calls
ERp5 block = ERp5 (human) disulfide isomerase inhibition. ERp5 insulin aggregation, absorbance 650 nm, 90 min. inhibition, % at 9.99 µM. hit rate 0.05% among 350,000. AID 651711;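 active = mean replicate inhibition above about 25%, with every replicate also reaching it, limit read from the data, passing the limit was not always enough; inconclusive = only one of those two criteria met; inactive = neither criterion met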
Target sequence (Q15084 whole entry, looked up): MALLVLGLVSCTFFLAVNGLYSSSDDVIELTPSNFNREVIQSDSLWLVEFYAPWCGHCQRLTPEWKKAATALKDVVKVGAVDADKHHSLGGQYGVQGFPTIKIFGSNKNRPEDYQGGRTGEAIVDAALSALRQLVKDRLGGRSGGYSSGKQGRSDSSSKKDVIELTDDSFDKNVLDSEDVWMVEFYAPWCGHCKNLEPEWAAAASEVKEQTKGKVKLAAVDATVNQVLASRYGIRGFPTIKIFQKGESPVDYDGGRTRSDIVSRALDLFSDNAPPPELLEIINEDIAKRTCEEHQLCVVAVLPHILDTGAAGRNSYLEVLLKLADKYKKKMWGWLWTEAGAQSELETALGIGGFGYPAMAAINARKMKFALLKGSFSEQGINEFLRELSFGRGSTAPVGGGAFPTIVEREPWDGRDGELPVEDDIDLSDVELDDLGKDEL
DENV2 CPE = protects cells from dengue virus 2 cytopathic effect; DENV2-infected cells, cytopathic effect rescue, plate reader; CPE inhibition, % at 9.99 µM; hit rate 1.7% among 350,000; AID 651640; in the data active = CPE inhibition above about 20%, passing the limit was not always enough; inconclusive = no clear call, values can overlap the other calls; tested in BHK-21 cells;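 also: 0% = median of neutral control wells and 100% = median of positive control wells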
E-selectin induc = E-selectin induction on HUVECs; hit rate 0.37% among 260,000; AID 686992; activation, % at 7.58 µM; HUVEC E-selectin immunofluorescence imaging; normalized: neutral wells 0, TNF-alpha wells 100; P16581;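 active = mean E-selectin-positive cell signal at least 10% of the positive control, reached in at least 60% of replicates, without over 20% cell loss; inconclusive = no rule given, readout overlaps actives, possibly toxicity-flagged; inactive = the rest, including those meeting only one limit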;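 also: in these data hits start at about 27%; measured in HUVEC primary endothelial cells; signal is the percent of cells scored E-selectin positive by PE staining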
Target sequence (P16581 whole entry, looked up): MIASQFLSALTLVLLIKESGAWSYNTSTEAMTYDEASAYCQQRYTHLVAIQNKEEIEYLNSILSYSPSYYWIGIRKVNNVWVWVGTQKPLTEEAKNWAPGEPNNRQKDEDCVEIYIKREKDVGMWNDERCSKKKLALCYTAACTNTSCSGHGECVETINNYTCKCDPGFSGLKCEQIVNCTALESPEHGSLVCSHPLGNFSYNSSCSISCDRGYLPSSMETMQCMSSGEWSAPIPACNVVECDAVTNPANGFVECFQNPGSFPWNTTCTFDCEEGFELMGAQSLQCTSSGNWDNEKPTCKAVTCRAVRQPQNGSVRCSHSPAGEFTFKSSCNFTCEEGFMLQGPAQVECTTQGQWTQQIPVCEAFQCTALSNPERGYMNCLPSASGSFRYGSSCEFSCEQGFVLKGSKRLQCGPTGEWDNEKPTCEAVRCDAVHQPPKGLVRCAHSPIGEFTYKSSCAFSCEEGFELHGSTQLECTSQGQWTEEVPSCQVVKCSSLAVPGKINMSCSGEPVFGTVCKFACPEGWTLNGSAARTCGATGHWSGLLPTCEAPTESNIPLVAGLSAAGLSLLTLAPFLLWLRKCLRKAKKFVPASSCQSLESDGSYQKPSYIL
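Test system: HUVEC; input: 3,000 HUVEC/well; measured by: immunofluorescence imaging; read-out: % PE-positive cells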
PglD DTNB = inhibitors of Campylobacter jejuni PglD acetyltransferase | purified PglD enzyme, DTNB colorimetric CoA detection | hit rate 0.098% among 360,000 | AID 602405 | inhibition, % at 12.5 µM; in the data active = inhibition above about 16%, passing the limit was not always enough; inconclusive = no clear call, values can overlap the other calls; also: strong numbers were not always called active
C2C12 statin = suppression of simvastatin myotoxicity; rescue of ATP level, % at 7.49 µM; AID 602340; C2C12 myotubes + simvastatin, ATP luminescence, 48 h; scaled: DMSO 0, geranylgeraniol control 100; hit rate 0.78% among 330,000;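 active = mean ATP rescue above about 67%, or every replicate alone reaching that limit, limit read from the data, passing the limit was not always enough; inconclusive = no clear call, values can overlap the other calls; inactive = mean under the limit and some replicate under it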;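 also: myotubes were challenged with 10 µM simvastatin during compound exposure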
S100A4 inh HTS = S100A4-myosin IIA interaction inhibition; inhibition, % at 10.7 µM; hit rate 0.14% among 360,000; P26447; AID 652163; S100A4/TAMRA-MyoIIA peptide fluorescence polarization;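 active = mean inhibition of at least 70% across replicates, with every replicate also reaching that level; inconclusive = mean inhibition reaches 70% but some replicates fall short; inactive = mean inhibition below 70%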
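Material: human S100A4 monomer with TAMRA-labelled myosin IIA peptide; buffer or medium: HEPES pH 7.2 with CaCl2, KCl, NaCl, DTT, Triton; compound dosing: one concentration per compound; schedule: 5 min incubation before reading; benchmarks: neutral control DMSO, positive control TFP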
Numbers without * were called inactive; ? = inconclusive; / = not tested or not shown. Not all compounds are listed; the hit share may differ from the screen's.

Field names – A = SIRT5 inh; B = ERp5 block; C = DENV2 CPE; D = E-selectin induc; E = PglD DTNB; F = C2C12 statin; G = S100A4 inh HTS
> CCOP(=O)(OCC)c1cccc(P(=O)(c2ccccc2)c2ccccc2)c1O
  A: 5; B: 4; C: -7; D: 0.1; E: 4; F: 4; G: -1
> COc1ccc(-n2nnnc2CNC(=O)C2CC(=O)N(c3ccc(F)cc3)C2)cc1 (stereo not drawn)
  A: -4; B: 3; C: ?; D: -0.1; E: -5; F: -1; G: 0
> Cc1c(OC(C)C(=O)NCCN2CCOCC2)ccc2c3c(c(=O)oc12)CCCC3 (stereo not drawn)
  A: -7; B: 8; C: -3; D: 4.5; E: 0; F: -6; G: -4
> CCCCc1cc(=O)oc2c(C)c(OCC(=O)NCCN3CCOCC3)ccc12
  A: -5; B: 8; C: -2; D: /; E: -2; F: -19; G: -5
> COc1ccc(NC(=O)C2CCN(S(=O)(=O)c3ccc4c(c3)NC(=O)CO4)CC2)cc1
  A: -6; B: -1; C: 7; D: /; E: 0; F: -1; G: 5
> COc1cccc(S(=O)(=O)N(C)C[C@@H]2Oc3ncc(C#Cc4ccc(F)cc4)cc3C(=O)N([C@H](C)CO)C[C@@H]2C)c1
  A: 5; B: 0; C: ?; D: 0.5; E: -1; F: 0; G: -5
> Clc1cccc(Cl)c1-c1noc(-c2ccno2)n1
  A: 7; B: 6; C: 7; D: -0.4; E: 12; F: -2; G: -10
> Cc1ccc(N(C(=O)c2csnn2)C(C(=O)NC2CCCCC2)c2cccnc2)cc1C (stereo not drawn)
  A: -3; B: 6; C: 3; D: /; E: 3; F: -9; G: -8
> COc1ccc(OC)c(-n2c(C)cc(/C=C3\C(=N)N4N=C(CC(=O)N5CCOCC5)SC4=NC3=O)c2C)c1
  A: 0; B: 1; C: -5; D: /; E: -7; F: -5; G: -5
> COc1ccc(NC(=O)Nc2ccc3c(c2)C(=O)N([C@H](C)CO)C[C@@H](C)[C@@H](CN(C)C(=O)NC2CCCCC2)O3)cc1
  A: 12; B: -1; C: 1; D: 0.0; E: 1; F: -34; G: -1
> Cc1ccc2c(c1)[C@H]1[C@H](CO2)[C@H](c2ccccc2)[C@]2(C)C(=O)Nc3ccc(F)cc3C(=O)N12
  A: 1; B: -5; C: 17; D: 2.2; E: -4; F: -4; G: -1
> C[C@@H]1CN([C@@H](C)CO)C(=O)c2cc(Br)cnc2O[C@H]1CN(C)Cc1ccccc1
  A: 1; B: -8; C: 1; D: -0.1; E: 2; F: -12; G: 14
> O=C(CCC(=O)N1CCN(c2ccccn2)CC1)c1ccc(Cl)s1
  A: 0; B: -7; C: -3; D: 0.1; E: 3; F: 4; G: -6
> O=C(COC(=O)c1ccc(OC(F)F)cc1)NCCCN1CCCC1=O
  A: -4; B: 4; C: -1; D: 0.1; E: /; F: /; G: 2
> CS(=O)(=O)Nc1ccc2c(c1)[C@@H]1C[C@@H](CC(=O)NCc3ccc(Cl)cc3)O[C@@H](CO)[C@@H]1O2
  A: -4; B: 2; C: 1; D: -0.4; E: -1; F: 4; G: 2
> CCOC(=O)c1ccc(S(=O)(=O)NC2CCC(C)CC2)cc1 (stereo not drawn)
  A: 21*; B: 0; C: -1; D: 0.0; E: 4; F: 14; G: 17
> COc1ccc(-c2nc(NC(=O)C3CC(=O)N(c4ccc5c(c4)OCCO5)C3)sc2C)cc1 (stereo not drawn)
  A: -5; B: 6; C: -2; D: /; E: /; F: /; G: -7
> O=S(=O)(c1ccccc1)C1Cc2ccccc2C1Cl (stereo not drawn)
  A: -2; B: 4; C: 9; D: 3.2; E: 1; F: /; G: -3
> COc1ccccc1-n1c(CNC(=O)c2ccccc2)nnc1SCC(=O)Nc1nnc(C)s1
  A: 0; B: -2; C: /; D: ?; E: 4; F: 13; G: -1
> CCOC(=O)N1CCN(c2cc(NCCO)c([N+](=O)[O-])c3nonc23)CC1
  A: 2; B: 2; C: -4; D: 5.0; E: 0; F: -2; G: 2
> COc1ccc(NC(=O)Nc2ccc3c(c2)C(=O)N([C@@H](C)CO)C[C@@H](C)[C@@H](CN(C)CC2CCCCC2)OCCCC[C@H](C)O3)cc1
  A: -2; B: 3; C: ?; D: -0.1; E: -2; F: 89*; G: 11
> CS(=O)(=O)Nc1ccc2c(c1)[C@H]1C[C@H](CC(=O)NCc3ccc(Oc4ccccc4)cc3)O[C@H](CO)[C@H]1O2
  A: 2; B: -4; C: ?; D: 0.4; E: 3; F: 2; G: 3
> CC(NC(=O)c1ccc(S(C)(=O)=O)cc1)c1cccc2ccccc12 (stereo not drawn)
  A: 0; B: 1; C: -1; D: 10; E: 3; F: 6; G: -4
> CC(C)NC(=O)N(C)C[C@H]1Oc2ncc(C#Cc3ccccc3F)cc2C(=O)N([C@@H](C)CO)C[C@@H]1C
  A: 8; B: -3; C: 8; D: 0.0; E: 2; F: 6; G: 15
> COc1ccc(CCNC(=O)c2cccc(S(=O)(=O)N3CCCC3)c2)cc1
  A: -4; B: -3; C: 17; D: /; E: 0; F: -113; G: -2
> COc1ccc2c3c(n(C)c2c1)[C@@H](CO)N(CC1CCCC1)CC31CN(C(=O)Nc2ccccc2)C1
  A: 9; B: -4; C: 2; D: 0.0; E: /; F: /; G: 6
> O=C(Cc1n[nH]c(=O)c2ccccc12)OCC(=O)c1ccc(F)cc1
  A: -3; B: -1; C: -3; D: -3.8; E: 1; F: -1; G: -1
> OC[C@@H]1[C@H]2c3ccccc3NC[C@H]2N1Cc1ccccc1Cl
  A: 1; B: -3; C: -10; D: -0.1; E: -4; F: 26; G: 0
> COCC(=O)N1C[C@@H](C)[C@@H](OC)CN(C)C(=O)c2cc(NC(=O)c3ccc(F)cc3)ccc2OC[C@H]1C
  A: 2; B: 3; C: -7; D: 0.0; E: -2; F: 13; G: -7
> COc1cccc(N2CCN(CC(=O)NC(=O)NCc3ccco3)CC2)c1
  A: 0; B: 2; C: -4; D: /; E: /; F: /; G: -30
> CCCCn1c(N)c(N(CCC(C)C)C(=O)C(C)N2C(=O)c3ccccc3C2=O)c(=O)[nH]c1=O (stereo not drawn)
  A: 2; B: 5; C: 1; D: 0.0; E: /; F: /; G: -5
> CCOC(=O)C1CCCN(S(=O)(=O)CCNC(=O)c2ccccc2)C1 (stereo not drawn)
  A: -2; B: 2; C: ?; D: /; E: /; F: -8; G: -2
> Cc1c(C(=O)N2CCN(c3ccccc3)CC2)oc2c1C(=O)CC(C)(C)C2
  A: -11; B: 0; C: 6; D: /; E: 2; F: /; G: 0
> CC(C)NS(=O)(=O)c1ccc(NC(=O)NC2CCCCC2)cc1
  A: -2; B: 4; C: 8; D: -1.5; E: 0; F: /; G: -1
> O=C(NNC(=O)c1oc2ccccc2c1-n1cccc1)c1ccco1
  A: 3; B: ?; C: -2; D: 6.6; E: /; F: /; G: 11
> Cc1ccc(NC(=O)c2ccc3c(c2)nnn3C)cc1
  A: -2; B: 3; C: -4; D: -0.2; E: /; F: /; G: 3
> O=C(O)C[C@H]1CC[C@H](NC(=O)CCN2CCCCC2)[C@@H](CO)O1
  A: 1; B: -2; C: -6; D: 0.0; E: /; F: /; G: 1
> C[C@H](CO)N1C[C@H](C)[C@H](CN(C)Cc2ccc(C(F)(F)F)cc2)OCCCC[C@H](C)Oc2ccc(NC(=O)C3CCCCC3)cc2C1=O
  A: /; B: /; C: -11; D: -0.2; E: 0; F: /; G: /
> CC1(Oc2cccc(F)c2)CCN(Cc2ccc(-c3ccccn3)cc2)C1 (stereo not drawn)
  A: /; B: 2; C: 2; D: -0.1; E: 0; F: -2; G: -2
> CCOc1ccc(N(CC(=O)NC2CCCCC2)C(=O)CCC(=O)Nc2cc(C)ccn2)cc1
  A: -1; B: 4; C: 0; D: /; E: 4; F: -49; G: -8
> NC(=O)c1ccc(C(=O)N/N=C/c2cccc(Oc3ccccc3)c2)cc1
  A: 0; B: -6; C: 14; D: 0.9; E: 2; F: -1; G: 1
> O=C1CCN(CCc2ccccc2)CCN1CCSc1ccccc1
  A: /; B: 0; C: -9; D: 0.0; E: -1; F: 11; G: 0
> Cc1noc(C)c1NC(=O)N(C)C[C@H]1Oc2ccc(NC(=O)Nc3ccc(F)cc3)cc2C(=O)N([C@@H](C)CO)C[C@H]1C
  A: 3; B: -8; C: -4; D: 0.3; E: 10; F: /; G: 0
> COc1ccc(-n2c(=S)[nH]c3cc(C(=O)NCc4cccnc4)ccc3c2=O)cc1
  A: -5; B: 5; C: 1; D: /; E: 4; F: -1; G: 4
> COC(=O)c1ccc(NC(=O)C2CCN(C(=O)c3cc(OC)c(OC)c(OC)c3)CC2)cc1
  A: 0; B: -3; C: /; D: /; E: -1; F: /; G: -1
> O=C(NCCc1ccccc1)C(=O)NCC1OCCN1S(=O)(=O)c1ccc(F)cc1 (stereo not drawn)
  A: -1; B: 3; C: 13; D: 0.2; E: -1; F: -1; G: 1
> CCC(=O)Nc1ccc2c(c1)C(=O)N(C)[C@@H]1CC[C@H](CC(=O)NCCc3ccccc3)O[C@@H]1CO2
  A: 0; B: 2; C: 2; D: 0.2; E: 1; F: -1; G: 4
> O=c1c(Br)c(NCc2ccccc2)cnn1-c1ccc(F)cc1
  A: -3; B: 6; C: -1; D: 1.8; E: /; F: /; G: 1
> CCN(CC)c1ccc(C=NCCc2ccc(S(N)(=O)=O)cc2)cc1
  A: 4; B: 0; C: -1; D: -1.5; E: 4; F: 7; G: -11
> O=C1CN(C(=O)COc2ccc(Cl)c(Cl)c2)c2ccccc2N1
  A: 1; B: 4; C: -1; D: /; E: /; F: /; G: 1

The list goes on.
Field names – A = SIRT5 inh; B = ERp5 block; C = DENV2 CPE; D = E-selectin induc; E = PglD DTNB; F = C2C12 statin; G = S100A4 inh HTS
> COc1ccc(C#Cc2c(C=O)n(C)c3ccccc23)cc1
  A: -3; B: 3; C: 0; D: 0.3; E: 3; F: 1; G: 20
> COc1ccc(-c2c[n+](CC(=O)c3cccs3)c3n2CCC3)cc1
  A: -3; B: -5; C: 0; D: /; E: /; F: /; G: 3
> O=C(Nc1ccc(C(=O)N2CCCC2)cc1)c1ccccc1
  A: -1; B: 1; C: 15; D: 0.0; E: -5; F: -11; G: 8
> CCOc1ccccc1NC(=S)N1CCC(NC(=O)C(C)(C)C)CC1
  A: 9; B: -5; C: 5; D: 1.8; E: /; F: /; G: -3
> Cc1nnc(NS(=O)(=O)c2ccc(N=Nc3ccc(N)nc3N)cc2)s1
  A: /; B: 8; C: -4; D: -0.6; E: -5; F: -4; G: 3

Gathered by group, the entries above containing a Cl atom
Field names – A = SIRT5 inh; B = ERp5 block; C = DENV2 CPE; D = E-selectin induc; E = PglD DTNB; F = C2C12 statin; G = S100A4 inh HTS
> Clc1cccc(Cl)c1-c1noc(-c2ccno2)n1
  A: 7; B: 6; C: 7; D: -0.4; E: 12; F: -2; G: -10
> O=C(CCC(=O)N1CCN(c2ccccn2)CC1)c1ccc(Cl)s1
  A: 0; B: -7; C: -3; D: 0.1; E: 3; F: 4; G: -6
> CS(=O)(=O)Nc1ccc2c(c1)[C@@H]1C[C@@H](CC(=O)NCc3ccc(Cl)cc3)O[C@@H](CO)[C@@H]1O2
  A: -4; B: 2; C: 1; D: -0.4; E: -1; F: 4; G: 2
> O=S(=O)(c1ccccc1)C1Cc2ccccc2C1Cl (stereo not drawn)
  A: -2; B: 4; C: 9; D: 3.2; E: 1; F: /; G: -3
> OC[C@@H]1[C@H]2c3ccccc3NC[C@H]2N1Cc1ccccc1Cl
  A: 1; B: -3; C: -10; D: -0.1; E: -4; F: 26; G: 0
> O=C1CN(C(=O)COc2ccc(Cl)c(Cl)c2)c2ccccc2N1
  A: 1; B: 4; C: -1; D: /; E: /; F: /; G: 1
